# Screening data (PubChem)
# HTR5A ag ctr: activates human HTR5A in OPRM1-OPRD1 agonist counter-screen | P47898 | HTR5A agonist assay, luminescence, cell-based | activation, % at 9.3 µM | actives 0.61% (n = 340,000) | AID 504692; in the data active means activation mostly above about 9.5%, no sharp cut-off; inactive means mostly below about 7.6%;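 further: 0% = cells with vehicle only and 100% = reference agonist; strong numbers were not always called active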
# AddAB inh: less growth of phage-infected E. coli with AddAB; E. coli expressing H. pylori AddAB, absorbance growth; actives 0.29% (n = 330,000); inhibition, % at 11.9 µM; in the data active means inhibition above about 12%;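 further: 0% = vehicle wells of infected cells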
# PKA-R2B act: activators of human PKA-R2B complex; P22694+P31323; PKA-R2B holoenzyme dissociation, Cy5-IP20 fluorescence polarization; R2B truncated from residue 108, S112A mutant; 0% DMSO only, 100% 113 µM cGMP; activation, % at 11.4 µM; actives 0.079% (n = 340,000); AID 504700;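 active means activation above a cutoff set at the mean over all compounds plus 3 SD, cut at about 18% in these data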;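 further: higher means more holoenzyme dissociation and a rise in polarization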
# Target sequence (P31323 whole entry, looked up, other chains not shown, the tested form may be a part): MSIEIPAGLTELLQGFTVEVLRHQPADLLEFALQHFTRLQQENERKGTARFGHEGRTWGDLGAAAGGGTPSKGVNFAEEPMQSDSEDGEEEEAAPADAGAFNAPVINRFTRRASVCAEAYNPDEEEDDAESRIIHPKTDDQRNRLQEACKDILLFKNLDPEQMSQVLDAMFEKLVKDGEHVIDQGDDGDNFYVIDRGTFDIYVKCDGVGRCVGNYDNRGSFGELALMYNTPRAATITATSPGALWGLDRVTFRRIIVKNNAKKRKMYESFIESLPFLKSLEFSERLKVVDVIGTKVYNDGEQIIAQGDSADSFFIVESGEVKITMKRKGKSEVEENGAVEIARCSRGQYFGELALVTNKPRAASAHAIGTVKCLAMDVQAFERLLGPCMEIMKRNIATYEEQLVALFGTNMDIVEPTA
# Ecoli viability: reduces bacterial viability in AddAB counter-screen | E. coli V3065 growth, OD600 absorbance, 18 h | inhibition, % at 11.9 µM | actives 0.27% (n = 330,000);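 active means inhibition above the campaign's mean inhibition across all tested compounds plus 3 SD, cut at about 9.9% in these data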;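 further: uninfected addAB+ strain grown without phage in ampicillin broth; 0% = DMSO wells and 100% = ciprofloxacin 0.95 µg/ml wells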
# HTR5A inv ctr: counter-screen for OPRM1-OPRD1 inverse agonists: human HTR5A inverse agonism | inhibition, % at 9.3 µM | AID 504634 | HTR5A cell line, luminescence | actives 0.083% (n = 340,000); in the data active means inhibition mostly above about 23%, no sharp cut-off; inactive means mostly below about 18%;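 further: 0% = cells with DMSO and 100% = no-cell wells with DMSO; some compounds called inactive have numbers as strong as hits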
# Tat export inh: E. coli Tat transport inhibition; E. coli MC4100 TorA-mCherry Tat export, fluorescence; inhibition, % at 10 µM; actives 0.036% (n = 340,000); AID 488895;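 active means mean replicate inhibition at least 50% and at least half of replicates individually reaching 50%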;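 further: exported cargo escapes ClpAP degradation while cytoplasmic cargo is degraded and loses fluorescence; 0% = median of neutral control wells and 100% = median of NaSCN control wells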
# PKA-R1A activ: PKA-R1A complex activation | PKA-R1A dissociation, Cy5-IP20 fluorescence polarization; scaled: DMSO 0%, 113 µM cGMP 100% | activation, % at 11.4 µM | actives 0.083% (n = 340,000);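 active means percent activation above the mean of all tested compounds plus 3 SD, cut at about 19% in these data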;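 further: higher means more PKAc released from R1A so a rise in polarization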
# SUMO Mot1 rescue: SUMOylation pathway inhibition by Mot1-301 growth rescue; actives 1% (n = 320,000); S. cerevisiae Mot1-301 growth rescue, ATP luminescence, 38.5C; percent above DMSO median, 100 means doubled; growth rescue, % at 18.8 µM;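 active means every valid replicate shows activation above 250% relative to neutral control wells; inactive means the rest, any valid replicate at or below 250%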;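 further: OY570 slx delta 5 strain wells were the positive control but not used for scaling; some compounds called inactive have numbers as strong as hits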
# CDK5 p35 inh: inhibitors of human CDK5/p35 kinase; Q00535+Q15078; Recombinant CDK5/p35, ADP-Glo luminescence, 60 min; inhibition, % at 10 µM; actives 0.01% (n = 330,000);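 active means highest replicate inhibition of at least 50% and at least 75% of replicates reaching 50%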;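 further: plate controls were DMSO neutral control for no effect and GW8510 at 10 µM for full effect; many of its hits are not listed in these tables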
# phage Ecoli inh: E. coli growth loss with phage present; growth absorbance; inhibition, % at 11.9 µM; actives 0.26% (n = 360,000); in the data active means inhibition above about 11%
# DAGLB inh: blocks human DAGLB lipase activity | Q8NCG7 | HEK293T DAGLB membrane lysate, EnzChek fluorogenic substrate | inhibition, % at 5.17 µM | actives 0.059% (n = 340,000); in the data active means inhibition above about 34%;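 further: 0% = enzyme with vehicle and 100% = wells lacking enzyme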
# Target sequence (Q8NCG7 whole entry, looked up): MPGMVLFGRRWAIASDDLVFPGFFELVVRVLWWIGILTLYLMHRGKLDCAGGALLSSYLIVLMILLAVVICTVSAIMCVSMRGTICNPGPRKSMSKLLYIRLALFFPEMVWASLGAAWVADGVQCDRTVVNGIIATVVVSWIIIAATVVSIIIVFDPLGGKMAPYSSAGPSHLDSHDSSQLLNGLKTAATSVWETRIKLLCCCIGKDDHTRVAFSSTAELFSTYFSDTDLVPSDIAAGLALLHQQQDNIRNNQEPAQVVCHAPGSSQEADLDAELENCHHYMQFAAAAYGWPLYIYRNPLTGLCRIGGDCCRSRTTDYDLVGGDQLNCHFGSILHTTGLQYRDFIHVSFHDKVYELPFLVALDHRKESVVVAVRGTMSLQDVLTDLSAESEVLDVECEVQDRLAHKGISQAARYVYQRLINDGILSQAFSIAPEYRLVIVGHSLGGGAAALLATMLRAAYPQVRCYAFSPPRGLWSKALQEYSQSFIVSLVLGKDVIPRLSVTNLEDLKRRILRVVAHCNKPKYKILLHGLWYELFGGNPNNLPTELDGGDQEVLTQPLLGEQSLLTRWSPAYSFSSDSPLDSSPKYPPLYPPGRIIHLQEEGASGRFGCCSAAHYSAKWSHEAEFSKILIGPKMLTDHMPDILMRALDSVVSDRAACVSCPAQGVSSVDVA
# The depositor's hits bear a star; i = inactive; x = no result given. Rows were taken by chance; about 2.3% have a hit in one of these screens.
SMILES,HTR5A ag ctr,AddAB inh,PKA-R2B act,Ecoli viability,HTR5A inv ctr,Tat export inh,PKA-R1A activ,SUMO Mot1 rescue,CDK5 p35 inh,phage Ecoli inh,DAGLB inh
COc1ccc2c(c1)cc(C)c1nnc(SCC(=O)N(C)c3nc(-c4ccccc4)cs3)n12,5,0.5,-2,-0.6,9,1,-3,308,-0.6,0.9,2
Cc1c(NC(=S)NC(=O)CSc2ccc(Cl)cc2)cccc1C(=O)O,1,4.0,-6,2.3,16,-4,6,22,0.2,-1.0,4
Cc1cccc(Nc2c([N+](=O)[O-])ccc3nonc23)c1C,4,x,-9,x,-13,0,-8,x,0.0,2.5,7
N/C(=N\S(=O)(=O)c1cc(C(F)(F)F)cc(C(F)(F)F)c1)c1ccncc1,-3,-2.5,1,1.8,7,8,-3,2,1.9,-0.4,-2
CCOC(=O)C1(CCOc2ccccc2)CCN(Cc2ccc(C(=O)OC)cc2)CC1,3,x,-4,x,-7,-6,-2,i,-0.5,2.1,-10
CN(C)CCOC(=O)CCc1ccccc1,6,-1.1,0,1.0,-1,-4,6,560*,1.5,1.9,-3
COc1cccc(-n2c(=O)c3sccc3n(CC(=O)NCC3CCCO3)c2=O)c1 (stereo not given),-4,-0.6,5,-0.2,14,2,11,48,1.9,0.7,1
O=C(CN1CCN(C(=O)c2ccco2)CC1)Nc1cc(Cl)ccc1Cl,-3,2.6,10,1.7,-25,1,2,14,1.1,3.4,0
CN(C)c1ccc(NC(=O)CN2CCC(O)(c3ccccc3)CC2)cc1,-3,2.9,-2,2.1,14,9,-3,x,0.0,0.8,-1
Cc1ccc(C(=O)NCCc2nnc(SCC(=O)Nc3cccc(C(=O)O)c3)n2C)cc1,0,x,-1,x,-24,2,0,102,1.5,x,4
Cc1cccnc1NC(=O)CCNC(=O)c1ccc(Br)cc1,0,x,-9,x,1,2,-6,-3,-0.4,2.0,-1
COc1ccc(N2CC(C(=O)N[C@@H](C)C(=O)NC3CCCC3)CC2=O)cc1 (stereo not given in full),-5,5.9,1,0.5,20,8,-5,2,-1.1,1.3,0
Cc1ccc(S(=O)(=O)N(C)Cc2nc(-c3ccc(Br)cc3)no2)cc1,1,4.6,5,2.7,-2,-1,8,-12,1.4,2.4,-11
C/C(CC1(O)C(=O)Nc2ccccc21)=N\O (stereo not given),-8,5.2,0,2.0,-5,-4,4,519*,0.6,2.0,1
COc1cc(NS(=O)(=O)c2ccc(C)c(C)c2)c(OC)cc1Cl,-3,-1.6,5,0.2,9,2,-1,-14,-0.8,1.9,-8
CCc1ccc(C2c3[nH]c4ccccc4c3CCN2C(=O)CN2CCN(CC)CC2)cc1 (stereo not given),2,0.7,-11,0.1,17,8,-4,-6,-2.1,3.3,2
COC(=O)Nc1ccc(S(=O)(=O)N2CCCC(C(=O)O)C2)cc1 (stereo not given),6,0.8,-13,2.9,-6,-5,2,14,0.8,2.4,0
O/N=C/c1cn(-c2ccccc2)nc1-c1ccccc1,-1,x,-3,x,3,13,-2,4,0.0,5.0,-3
CC1(C)Cc2c(C#N)c(N3CCN(C(=O)c4ccccc4)CC3)nc(Cc3ccccc3)c2CO1,-5,3.3,-19,1.3,-4,14,-7,-9,0.2,1.0,-8
CCN(CC)CC(=O)Nc1ccc(-c2nc3cc(NC(=O)CN(CC)CC)ccc3o2)cc1,-8,2.8,-4,-2.4,20,-4,-8,-2,0.2,1.7,-4
Cc1ccc2c(c1)[C@H]1[C@H](CO2)[C@H](c2ccccc2)[C@]2(C)C(=O)N(Cc3ccc(F)cc3)CC(=O)N12,3,2.9,-8,0.4,-35,-5,0,16,1.9,0.8,-16
O=C(C=Cc1ccccc1)c1ccc([N+](=O)[O-])cc1,-3,x,0,x,11,16,-4,x,-3.6,3.2,2
CN(C)CCCNC(=O)C[C@H]1C[C@H](C(=O)N2CCOCC2)[C@@]2(C)c3[nH]c4cc(-c5ccco5)ccc4c3CCN2C1=O,1,-1.4,-4,0.4,-2,12,-13,x,-4.2,3.0,0
Cc1nnc(SCc2ccc(CSc3nnc(C)c(=O)[nH]3)cc2)[nH]c1=O,-2,0.4,-17,-0.1,7,-5,6,-5,-4.1,3.3,3
CC(=O)c1csc(-c2cccc(-c3nc4ccc(Cl)cn4c3NC3CCCCC3)c2)c1,-2,1.6,0,-0.2,-33,-5,-1,182,-1.0,0.5,-1

# Continuation:
SMILES,HTR5A ag ctr,AddAB inh,PKA-R2B act,Ecoli viability,HTR5A inv ctr,Tat export inh,PKA-R1A activ,SUMO Mot1 rescue,CDK5 p35 inh,phage Ecoli inh,DAGLB inh
CCNC(=O)C(=O)Nc1cc2c3c(c1)CCN3C(=O)CC2,-3,2.9,-5,2.1,-23,1,-4,-7,-0.6,3.5,-3
O=[N+]([O-])c1ccc(N2CCCCCC2)c([N+](=O)[O-])c1,-2,2.8,-12,3.3,-16,2,1,3,-1.3,3.4,-1
O=C1c2[nH]nc(-c3ccccc3O)c2C(c2ccccc2F)N1Cc1ccco1 (stereo not given),3,1.6,-7,3.3,-6,1,-6,-10,-0.6,3.7,5
CCOC(=O)N1CCC(NC(=O)C2CCCN(S(=O)(=O)c3cccc4nsnc34)C2)CC1 (stereo not given),-4,-0.4,-11,-2.5,-28,-6,-2,-4,-0.6,1.8,2
O=c1c2ccccc2ncn1CCOCCOc1ccc([N+](=O)[O-])cc1,-1,3.6,2,0.9,0,-8,1,-5,2.1,1.1,1
CC(=O)N(C1=C(N2CCOCC2)C(=O)c2ccccc2C1=O)c1ccc(C(=O)O)cc1,1,-3.0,-1,0.1,-18,9,-2,4,-8.2,3.5,-2
CCOC(=O)c1nc(Nc2cc(Cl)ccc2OC)c2ccccc2n1,-2,0.2,1,-0.7,5,4,-5,0,0.5,1.4,-4
COc1ccc(-c2cn3cccnc3n2)cc1,2,-2.5,-9,-1.9,-4,-3,13,-13,0.8,2.0,0
O=[N+]([O-])c1[nH]cnc1/C=C/c1ccccc1,-2,5.4,2,6.3,14,4,0,-27,-2.3,5.4,1
CCNc1nc(NCc2ccccc2)nc(Oc2ccc(=O)[nH]n2)n1,2,-1.9,-1,-0.7,-23,0,9,4,0.2,-1.6,0
CCOC(=O)CNC(=S)n1cnc(N)n1,2,1.9,-6,-0.4,-4,-3,1,22,1.6,3.8,2
Cc1ccc(N=Cc2c(O)[nH]c3ccccc23)c([N+](=O)[O-])c1,-1,-0.5,19*,2.6,3,-12,3,3,-2.6,3.6,11
OCC[C@H]1C[C@H](O)[C@@H](O)[C@@]2(OCCCc3ccccc32)O1,7,4.1,10,-0.9,-17,4,-1,-3,-0.8,3.1,4
Cc1ccc2c(c1)nnn2C1CCN(CC(=O)Nc2ccc3c(c2)OCCO3)CC1,2,1.6,3,-1.2,-4,1,2,-1,-7.9,-0.4,-4
COc1cc(SC)ccc1C(=O)NCC1CCCO1 (stereo not given),2,0.9,-17,-1.2,-26,-3,4,-10,1.4,1.3,4
Cc1cc(C)c(C#N)c(SCc2ccc([N+](=O)[O-])cc2)n1,0,-0.3,-9,1.8,1,0,-8,70,0.4,3.5,-2
CCN1C(=O)/C(=C2\SC(N3CCCCC3)=NC2=O)c2ccccc21,-3,0.8,-10,-1.2,-6,0,-3,5,1.4,4.7,14
Cc1cccc(C)c1NC(=O)c1ccc(-n2cnnn2)cc1,-6,0.3,0,0.8,15,7,2,6,0.2,1.8,1
O=C(/C=C/Nc1ccc(Br)cc1F)c1ccco1,3,0.0,-6,0.8,-3,-10,-2,-16,4.6,4.1,-5
COc1ccc(OC[C@@H](O)CNC(=O)c2cccc3c2C(=O)c2ccc(Cl)cc2S3(=O)=O)cc1,-3,-0.2,10,1.7,-4,-4,1,-10,0.4,0.6,-3
CCOC(=O)CNC(=O)C(Cc1ccccc1)NS(=O)(=O)c1cccs1 (stereo not given),3,2.8,-9,2.0,-9,-3,-1,93,x,-4.0,-2
Clc1ccc(Sc2ccc(/C=N/n3cnnc3)o2)cc1,1,2.0,8,-2.6,-3,-4,2,34,-0.1,2.5,-2
Cc1cccc(C(=O)OCC(=O)c2cccc(Br)c2)c1O,-4,-1.9,3,-0.3,11,9,6,-1,-0.3,2.4,-4
CC1(c2ccccc2)CC(C)(C)N2C(=O)C3(C(C#N)=C(N)Oc4cc(O)ccc43)c3cccc1c32 (stereo not given),1,2.1,-4,1.3,-3,2,-3,195,-1.8,3.8,0
COc1ccccc1NC(=O)C(=O)NCCC1CCCCN1S(=O)(=O)c1cccs1 (stereo not given),-1,2.7,1,2.8,16,2,-1,-9,-0.9,-2.2,-1

# The closing two entries of the part above come first, to join the parts.
SMILES,HTR5A ag ctr,AddAB inh,PKA-R2B act,Ecoli viability,HTR5A inv ctr,Tat export inh,PKA-R1A activ,SUMO Mot1 rescue,CDK5 p35 inh,phage Ecoli inh,DAGLB inh
CC1(c2ccccc2)CC(C)(C)N2C(=O)C3(C(C#N)=C(N)Oc4cc(O)ccc43)c3cccc1c32 (stereo not given),1,2.1,-4,1.3,-3,2,-3,195,-1.8,3.8,0
COc1ccccc1NC(=O)C(=O)NCCC1CCCCN1S(=O)(=O)c1cccs1 (stereo not given),-1,2.7,1,2.8,16,2,-1,-9,-0.9,-2.2,-1
COc1ccc(C2CC(c3ccc4ccccc4c3)=NN2C(=O)COC(=O)C2CCC(=O)N2)cc1 (stereo not given),2,0.5,-8,-1.4,-4,16,-4,-28,2.2,0.5,-2
COc1c(C=O)cc2c3c1CCCN3CCC2,5,-1.2,0,-3.2,-37,-1,9,71,1.5,1.7,-1
CC1CC1C(=O)OCC(=O)NC(=O)c1ccccc1 (stereo not given),0,-0.3,-6,-0.2,3,-9,4,2,0.5,3.2,3
Cc1cc(Br)ccc1NC(=O)CNC(=O)COc1ccccc1C,-1,0.5,10,0.5,1,-4,-2,7,-0.7,1.3,-10
CN1C[C@@H]2C(c3ccccc3)C3(c4cccnc4)CC2(C3)[C@H]1c1ccccc1 (stereo not given in full),-4,1.4,-8,-0.7,-17,7,5,4,1.4,2.4,-1
CCCc1nnc(NC(=S)Nc2ccccc2)s1,-5,-2.2,2,-3.0,5,-3,1,-4,-0.3,1.4,1
Cc1ccccc1-c1nnn(Cc2ccc(F)cc2Cl)n1,-2,-0.2,-7,2.4,7,5,-7,-7,0.6,2.6,-14
On1c(-c2ccccc2)nc2ccccc21,-6,5.5,4,6.1,19,0,1,-9,1.7,3.3,0
O=C(Cc1ccc(NC(=O)C2CCCN(C(=O)C3CCC3)C2)cc1)Nc1ccc(C(=O)N2CCOCC2)cc1 (stereo not given),1,x,1,x,-2,-1,-11,x,-0.8,2.1,-1
Cc1ccccc1NC(=O)Cn1c(=O)sc2ccccc21,-1,0.0,-3,0.9,15,2,-15,0,-0.8,1.6,1
Cc1ccc(F)cc1N=Cc1c(O)c2ccccc2oc1=O,-4,2.8,1,0.7,-16,-18,1,15,0.1,x,1
COc1ccc(N(C(=O)CNS(=O)(=O)c2ccccc2)C(C(=O)NCc2ccco2)C(C)C)cc1 (stereo not given),2,-0.7,-2,0.7,-6,2,-5,-23,1.0,0.4,0
Cc1cc(C)nc(N2C(=O)CC(C(C)c3ccccc3)C2=O)n1 (stereo not given),2,-2.2,-10,0.2,1,-6,10,-22,-1.2,2.3,1
